# Assay outcomes deposited in PubChem by National Center for Advancing Translational Sciences (NCATS).
# Gal4-VP16 FLuc: counter-screen for ROR gamma inhibitors: Gal4-VP16 reporter; Drosophila S2 Gal4-VP16 UAS-luciferase, luminescence, 20 h; AID 2546; 310,000 compounds, 3.5% hits; Potency, µM (highest dose often 53.6 µM), inactives show top-dose activity, negative = inhibition, actives largely listed as inhibitors;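 note: Gal4-VP16 expression switched on by copper sulfate through the metallothionein promoter; potency is the fitted concentration of half-maximal effect; % is set by controls: 0 for no effect and ±100 for the full control effect; nearly all actives have a fitted effect of over 50% in size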
# FLuc counter: firefly luciferase modulation, counter-screen for miR-21 project; purified FLuc, Km substrates, luminescence inhibition; Potency, µM (series often up to 57.5 µM), without a hit: at the highest dose activity change, negative = inhibition, actives largely listed as inhibitors; 360,000 compounds, 6.9% hits; AID 588342;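 note: potency is the fitted concentration of half-maximal effect; plate controls were vehicle for no effect and reference inhibitor for full effect; nearly all actives have a fitted effect of over 55% in size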
#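 Biochemical qHTS of compounds, final roughly 60 µM downward over six points, against 10 nM purified firefly luciferase using Km concentrations of substrates (10 uM D-luciferin, 10 uM ATP) in Tris acetate pH 7.5 buffer; luminescence output.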
# Menin MLL FP TR: inhibitors of human menin-MLL interaction, mutant MLL peptide; O00255; AID 1768; Potency, µM (doses to about 61.6 µM), inactives show at the highest dose FP activity change, negative = inhibition, most hits filed as inhibitors; Menin + Texas Red MLL mutant peptide, fluorescence polarization; 270,000 compounds, 0.23% hits; active = well fitted inhibition curve with a large enough effect in the polarisation, with a control signal flat, not every such curve was filed as active; inconclusive = small, poorly fitted or top-dose-only effect, or effect the other way, or a change in a side signal; inactive = no such curve, though single readings can be large or run the other way; the % refers to the polarisation; note: potency is the fitted concentration of half-maximal effect; % of control where 0% means no effect; many of its hits are not listed in these tables
# Target sequence (O00255 whole entry, looked up): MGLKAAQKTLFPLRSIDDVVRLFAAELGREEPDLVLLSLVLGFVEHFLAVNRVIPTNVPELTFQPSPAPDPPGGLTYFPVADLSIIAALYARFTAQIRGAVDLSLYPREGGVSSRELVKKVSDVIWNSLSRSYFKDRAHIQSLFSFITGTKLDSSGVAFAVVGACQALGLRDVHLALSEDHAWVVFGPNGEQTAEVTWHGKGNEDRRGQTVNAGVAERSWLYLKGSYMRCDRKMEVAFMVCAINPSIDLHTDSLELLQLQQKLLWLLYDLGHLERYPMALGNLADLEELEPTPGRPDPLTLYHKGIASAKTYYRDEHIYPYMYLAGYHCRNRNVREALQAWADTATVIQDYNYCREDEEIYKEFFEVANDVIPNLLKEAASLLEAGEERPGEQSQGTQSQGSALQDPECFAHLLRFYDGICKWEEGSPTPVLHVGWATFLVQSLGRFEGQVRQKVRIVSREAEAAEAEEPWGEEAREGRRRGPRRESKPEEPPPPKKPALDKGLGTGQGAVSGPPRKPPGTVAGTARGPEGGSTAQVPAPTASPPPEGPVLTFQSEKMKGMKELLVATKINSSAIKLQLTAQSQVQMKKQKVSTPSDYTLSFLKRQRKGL
# NPC1 promoter act: activates the NPC1 promoter. Huh7 NPC1 promoter luciferase reporter, 24 h. Potency, µM (titrated, usually from 9.22 µM), for the others: at the top dose activation, most hits filed as activators. 320,000 compounds, 2.4% hits. AID 485313;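 note: potency is the fitted concentration of half-maximal effect; % of control where 0% means no effect; nearly all actives have a fitted effect of over 60% in size; reporter is driven by a mutant NPC1 promoter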
#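 Stable NPC1-promoter luciferase Huh7 line; cpd (DMSO) 24 h, 37 °C, 5% CO2; Amplite luciferase reagent 10 min RT; luminescence readout. qHTS format.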
# Rab9 prom act: activators of Rab9 promoter. Huh7 Rab9 promoter-luciferase reporter, luminescence, 24 h. Potency, µM (titrated, usually from 9.22 µM), without a hit: at the highest dose activation, negative = inhibition, hits mostly activators. 320,000 compounds, 2.8% hits; note: potency is the fitted concentration of half-maximal effect; % of control where 0% means no effect; nearly all actives have a fitted effect of over 60% in size
#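 Luminescence read-out: Huh7 cells stably expressing Rab9-luciferase, treated 24 h with compound at 37 °C, then lysed with luciferase reagent for 10 min at ambient before reading.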
# Mito fusion act: inhibitors of mitochondrial division or activators of mitochondrial fusion; S. cerevisiae fusion-defective mutant growth rescue, CellTiterGlo 48 h; Potency, µM (series often up to 46.1 µM), for inactives: at the top dose growth rescue (activation), hits mostly activators; 320,000 compounds, 0.23% hits;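 note: potency is the fitted concentration of half-maximal effect; % of control where 0% means no effect; nearly all actives have a fitted effect of over 45% in size; temperature-sensitive fusion mutants such as fzo1-1 at 37 °C on non-fermentable ethanol glycerol medium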
#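 S. cerevisiae fusion-defective temperature-sensitive mutants (e.g. fzo1-1, mgm1-5) grown 48 h at 37C in YPEG (ethanol/glycerol non-fermentable) medium with 23 nl compound per well; growth rescue read as CellTiterGlo luminescence.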
# KCNH2 3.1 inh: KCNH2 3.1 (human) potassium channel inhibition; AID 720553; activity change, % (tested at about 1.8 µM); U2OS KCNH2 3.1, thallium flux FluxOr; stronger effect = lower value; 340,000 compounds, 0.95% hits;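 active = maximum activity change below -70%; inconclusive = maximum activity change from -70% to -50%; inactive = maximum activity change above -50%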;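 note: thallium influx rate constant from kinetic fluorescence after stimulation buffer; % is set by controls: 0 for no effect and ±100 for the full control effect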
#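 Thallium flux via FluxOr fluorescence (Red40 quencher, 45 min loading) in U2OS cells virally expressing the KCNH2 3.1 isoform (1.77 x 10^8 /mL virus, overnight at 37 C). Rate constants from 2-min kinetic reads post-stimulation, normalised to positive and negative controls.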
# ELG1 repair inh: blocks ELG1-dependent DNA repair in HEK293T cells | HEK293T ELG1-luciferase reporter, luminescence, 16 h; DNA damage induced by 5-fluorouridine | Potency, µM (series often up to 46.1 µM), without a hit: top-dose activity change, negative = inhibition, hits mostly inhibitors | 330,000 compounds, 2.3% hits | AID 504467; note: potency is the fitted concentration of half-maximal effect; % is set by controls: 0 for no effect and ±100 for the full control effect; nearly all actives have a fitted effect of over 55% in size
#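 Reporter activity after DNA damage by 5-fluorouridine is monitored. Compound-treated cells incubate 16 hr at 37 °C, then ONE-Glo is added for 30 min before luminescence reading.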
# MBNL1-CUG inh: inhibitors of human MBNL1 binding to CUG repeat RNA; TR-FRET MBNL1-His/biotin-(CUG)12 binding, 665/545 ratio; Potency, µM (top dose mostly 57.5 µM), without a hit: top-dose activity change, negative = inhibition, hits mostly inhibitors; 280,000 compounds, 0.036% hits; AID 2675; active = well fitted inhibition curve with a large enough effect in the signal ratio, with a control signal flat, not every such curve was filed as active; inconclusive = small, poorly fitted or top-dose-only effect, or effect the other way, or a change in a side signal; inactive = no such curve, though single readings can be large or run the other way; the % refers to the signal ratio; note: potency is the fitted concentration of half-maximal effect; % is set by controls: 0 for no effect and ±100 for the full control effect
#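 His-tagged MBNL1 binding to biotinylated (CUG)12 RNA was measured by TR-FRET using terbium anti-His antibody (0.055 ng/ul final) and streptavidin-XL665 (5 nM final). Compounds were titrated 92 nM to 58 uM; 60 min at room temperature.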
# PKM2 act: activators of human pyruvate kinase M2. purified PKM2, Kinase-Glo ATP luminescence, activation; response scale: 0% is enzyme alone, no compound. P14618. 260,000 compounds, 0.34% hits. Potency, µM (top dose mostly 57.5 µM), for the others: at the top dose activation, most hits filed as activators; note: potency is the fitted concentration of half-maximal effect; % is set by controls: 0 for no effect and ±100 for the full control effect; nearly all actives have a fitted effect of over 55% in size
#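 Kinase-Glo luminescence reports ATP generated from ADP (0.1 mM) and PEP (0.5 mM) by purified hPK-M2 after 1 h at room temperature, pH 7.2 imidazole buffer; intermediate enzyme activity allows detecting inhibitors and activators.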
# RORg inh: ROR gamma (mouse) transcription inhibition | P51450 | Potency, µM (titrated, usually from 53.6 µM), without a hit: at the top dose activity change, negative = inhibition, most hits filed as inhibitors | 310,000 compounds, 5.4% hits | Drosophila S2 Gal4-RORgamma UAS-luciferase reporter, 20 h; note: potency is the fitted concentration of half-maximal effect; % is set by controls: 0 for no effect and ±100 for the full control effect; nearly all actives have a fitted effect of over 60% in size
# Target sequence (P51450 whole entry, looked up, the tested form may be a part): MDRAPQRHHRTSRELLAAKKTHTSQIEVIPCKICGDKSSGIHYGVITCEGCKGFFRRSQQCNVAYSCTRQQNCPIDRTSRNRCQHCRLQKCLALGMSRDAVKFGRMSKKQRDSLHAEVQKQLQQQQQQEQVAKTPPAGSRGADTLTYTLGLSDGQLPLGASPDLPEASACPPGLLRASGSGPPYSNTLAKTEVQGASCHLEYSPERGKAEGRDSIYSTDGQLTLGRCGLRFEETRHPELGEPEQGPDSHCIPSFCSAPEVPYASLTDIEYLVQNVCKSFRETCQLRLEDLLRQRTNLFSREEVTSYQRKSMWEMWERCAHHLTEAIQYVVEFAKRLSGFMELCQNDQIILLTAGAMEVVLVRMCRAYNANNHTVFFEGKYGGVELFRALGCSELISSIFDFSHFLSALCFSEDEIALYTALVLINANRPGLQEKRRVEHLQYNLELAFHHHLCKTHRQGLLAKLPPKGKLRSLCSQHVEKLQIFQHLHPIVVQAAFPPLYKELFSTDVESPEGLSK
#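 Drosophila Schneider cells stably carrying a metallothionein-driven Gal4 DBD–ROR gamma fusion and a UAS-Photinus luciferase reporter were exposed to compound for 1 hr, then induced with copper sulfate (700 uM final) for 20 hr at ambient temperature before luminescence reading.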
# Active calls of the source: *; ? = inconclusive; / = no result given; [ ] = dose if it differs, or a comment. Unless noted, calls come from the whole dose curve; as a rule, active = well fitted curve in the direction sought with a large enough effect; inconclusive = small, poorly fitted or top-dose-only effect, or another doubt; inactive = no such curve, though single readings can be large; an effect the other way counts as inactive or inconclusive.
SMILES,Gal4-VP16 FLuc,FLuc counter,Menin MLL FP TR,NPC1 promoter act,Rab9 prom act,Mito fusion act,KCNH2 3.1 inh,ELG1 repair inh,MBNL1-CUG inh,PKM2 act,RORg inh
Cc1ccccc1C(=O)Nc1ccnn1C1CCN(Cc2cnn(C(C)C)c2)CC1,-9%,-2%,-29%,0%,0%,-1%,-41,11%,-8%,1%,-12%
COc1ccc2cc3cc(C(=O)Nc4ccc5c(c4)OCCO5)oc3nc2c1,?,?,2%,-2%,-6%,1%,-4,?,-4%,-1%,-42%
CN(Cc1ccccc1)C(=O)c1nc2ccccn2c1CNCCn1cccn1,?,3%,2%,-5%,-1%,2%,/,-14%,-9%,1%,-22%
CC(=O)c1ccc2c(c1)C1C=CCC1C(c1ccncc1)N2 (centres undefined),8%,17µM*,?,26%,10%,-3%,-4,?,?,?,-21%
CCc1noc(C)c1C(=O)Nc1ccc(S(=O)(=O)N2CCCC(C)C2)cc1 (centres undefined),/,1%,/,-8%,-6%,12%,-14,?,/,/,/
CC12CCC(=O)N1C(C(=O)OCc1c(Cl)cccc1Cl)CS2 (centres undefined),2%,2%,-25%,-5%,-3%,19%,0,-9%,1%,1%,-29%
CCOC(=O)N1CCC(NC(=O)CC2C(=O)NCCN2Cc2ccccc2)CC1 (centres undefined),-2%,2%,/,-1%,0%,-1%,-16,0%,1%,0%,3%
CCOC(=O)Cn1cc(/C=N/N2C(=O)C3C4C=CC(C4)C3C2=O)c2ccccc21 (centres undefined),-21%,15µM*,?,5%,-1%,-4%,1,?,-5%,-7%,3%
Cc1cc(C=O)c(O)cc1O,15%,-1%,4%,3%,-1%,2%,3,-11%,-5%,-3%,-18%
Cc1ccc(C(=O)Nc2ccc(C(=O)/C=C/c3cccs3)cc2)cc1,?,12µM*,49%[activator],?,?,-2%,-19,?,-20%,6%,?
O=C(CN1C(=O)S/C(=C\c2ccccc2F)C1=O)NC1CCS(=O)(=O)C1 (centres undefined),-2%,-5%,/,-3%,-3%,2%,12,12%,?,/,-47%
CSc1ccccc1C(=O)NCCS(=O)(=O)N1CCN(c2ccc(F)cc2)CC1,/,-1%,/,-6%,-4%,7%,-7,?,/,/,/
Cc1sc(NC(=O)c2ccccc2)c(C(=O)c2ccccc2)c1C,-4%,?,6%,-4%,-4%,27%,0,-33%,/,-5%,12%
CCN(CC)S(=O)(=O)c1cc(NC(=O)CN2C(=O)NC3(CCCc4ccccc43)C2=O)ccc1C (centres undefined),-11%,-20%,2%,-3%,-5%,-6%,2,?,-10%,-5%,44%
COc1ccc(NC(=O)CCNS(=O)(=O)c2ccc3[nH]c(=O)oc3c2)cc1Cl,-9%,5%,17%,-4%,4%,9%,10,-6%,-4%,/,-27%
Cc1c(C(=O)NCc2ccccc2F)oc2ccccc12,-1%,-2%,/,-6%,-3%,-2%,14,6%,?,-7%,-6%
COc1cc(-c2cc(C(=O)Nc3nc4ccccc4s3)c3ccccc3n2)cc(OC)c1OC,3%,15µM*,-5%,12%,-2%,-1%,-9,5.2µM*,/,-2%,-11%
CN1OCC(S(=O)(=O)c2ccccc2)C1c1ccccc1 (centres undefined),-14%,-4%,0%,-1%,1%,12%,-3,-3%,/,-5%,-7%
Cc1ccccc1-c1nnn(CC(=O)N2CCN(C(=O)c3ccco3)CC2)n1,/,0%,/,-1%,-1%,4%,7,20%,/,/,/
CCCCn1c(N)c(N(CC(C)C)C(=O)C2CC(=O)N(Cc3ccco3)C2)c(=O)[nH]c1=O (centres undefined),0%,0%,/,1%,4%,-2%,10,18%,-1%,/,-1%
Cc1cccn2c(=O)c(/C=C(\C#N)C(=O)NCc3ccco3)c(N3CCCC(C)C3)nc12 (centres undefined),-13%,4%,6%,-2%,0%,?,-23,?,23%,0%,11%
COc1ccc(C(c2nnnn2C(C)(C)C)N2CCN(C(=O)c3ccco3)CC2)cc1 (centres undefined),2%,-1%,/,?,-7%,-17%,-6,29%,-7%,/,-2%
O=C(Nc1ccc(F)cc1)Nc1cc(S(=O)(=O)N2CCOCC2)ccc1N1CCCC1,-3%,3%,12%,0%,0%,15%,3,14%,1%,15%,32%
COc1ccc(C(=O)COC(=O)C(CCCCN2C(=O)C3C4C=CC(C4)C3C2=O)N2C(=O)C3C4C=CC(C4)C3C2=O)cc1 (centres undefined),2%,-1%,10%,-7%,-3%,4%,7,5.8µM*,0%,2%,?
COc1cc(CNCCN2CCOCC2)ccc1OCc1ccc(Cl)cc1Cl,-4%,-4%,-25%,1%,6%,-19%,?,12%,10%,-4%,2%
COC(=O)/C=c1/s/c(=C(\C#N)C(=O)NCc2ccco2)n(-c2ccc(C)cc2)c1=O,-8%,0%,?,0%,-3%,-1%,-1,20%,12%,10%,-21%
Nc1nc(-c2ccc(Br)cc2)c(S(=O)(=O)c2ccccc2)s1,2%,1%,?,-2%,-6%,27%,9,-27%,1%,4%,18%
CC(=O)NCc1c(Cl)cccc1-n1cccc1,1%,4%,/,0%,8%,4%,-2,-1%,-12%,16%,8%
COc1ccc(CNC(=O)c2noc(C(C)C)c2[N+](=O)[O-])cc1,?,0%,1%,0%,4%,-7%,6,6%,/,-3%,10%
O=C(NCC1CCCO1)c1cc(-c2ccccc2F)no1 (centres undefined),-8%,15µM*,/,?,2.8µM*,0%,4,?,3%,/,9%
CCc1noc(C)c1C(=O)N1CCN(S(=O)(=O)c2cccs2)CC1,/,-1%,/,-1%,-3%,-6%,0,15%,/,/,/
O=S1(=O)CCN2N=C(C34CC5CC(CC(C5)C3)C4)SC2=N1,1%,-5%,7%,0%,-2%,7%,3,-18%,-7%,1%,33%
O=C(Nc1nccs1)c1cc(S(=O)(=O)N2CCOCC2)c(Cl)cc1Cl,?,1%,10%,2%,-1%,-5%,-3,0%,-10%,0%,?
Cc1c2cnn(CC(=O)NCc3ccccn3)c(=O)c2c(C)n1Cc1ccc(Cl)cc1,-2%,-1%,/,16%,3%,-2%,2,-20%,1%,/,5%
S=C(NCc1ccccc1)NNc1ccccc1,3.2µM*,-5%,9%,1%,-8%,-10%,13,-14%,8%,-5%,1.4µM*
COc1ccc(NC(=O)C(c2ccccn2)N(C(C)=O)c2ccc(C)cc2)cc1 (centres undefined),-11%,-4%,-1%,1%,-2%,-1%,-1,?,-1%,-4%,1%
COc1cc(CCC(=O)Nc2ccc(S(=O)(=O)NC3=NCCCCC3)cc2)cc(OC)c1OC,-16%,2%,3%,-1%,-2%,-6%,-17,-5%,-1%,-1%,3%
CCCCC(=O)Nc1nc(C)c(-c2csc(Nc3cc(OC)ccc3OC)n2)s1,-8%,-13%,?,-15%,-2%,-5%,-6,18µM*,22%,-2%,33%
COc1ccc(CC(=O)Nc2cc(S(=O)(=O)N3CCCCC3)ccc2N2CCN(C)CC2)cc1,1%,3%,-2%,2%,-9%,0%,0,-5%,-8%,1%,24%
NS(=O)(=O)c1ccc(NC(=O)Cc2c(F)cccc2Cl)cc1,-5%,5%,-16%,1%,-4%,2%,2,4%,-6%,5%,14%
OCCCNc1nccc(-c2cc(Nc3cccc(Cl)c3)ncn2)n1,?,?,/,-51%[inhibitor],-45%[inhibitor],-39%[inhibitor],11,0.92µM*,-5%,4%,?
CCOC(=O)c1sc(NC(=O)C2CC(=O)N(c3ccc(OC)cc3)C2)nc1C (centres undefined),-2%,1%,2%,-5%,-6%,-15%,-1,?,-4%,3%,0%
C=Cc1ccc(COC(=O)c2cn(CC)c3nc(C)ccc3c2=O)cc1,-10%,0%,?,1%,-1%,17%,9,-1%,-7%,/,-10%
COCCCNc1nc2ccccc2[nH]c1=O,-16%,-10%,-1%,0%,9%,4%,-8,19%,0%,-1%,-3%
COC(=O)c1c(-c2cccc(OC)c2)csc1N,8%,0%,12%,-1%,-3%,3%,10,-14%,-4%,-3%,-22%
COc1cc(C2C(C#N)=C(N)Oc3n[nH]c(-c4cccnc4)c32)cc(Br)c1O (centres undefined),-3%,-12%,11%,1%,15%,2%,-9,24%,15%,0%,-1%
COC(=O)c1ccc(NS(=O)(=O)c2cccc3cccnc23)cc1,1%,1%,-1%,-2%,-4%,0%,0,-1%,2%,6%,8%
N#Cc1cccc(NC(=O)c2ccc(S(=O)(=O)N3CCOCC3)cc2)c1,/,-2%,/,-2%,-2%,-1%,17,-17%,/,/,/

# These rows are one share of the data. The share of hits here may be higher or lower than overall.
